Assay outcomes deposited in PubChem by National Center for Advancing Translational Sciences (NCATS).
Tau fluor counter: counter-screen for tau fibril formation inhibitors. 280,000 compounds, 0.93% hits. Potency, µM (doses to about 57.7 µM), for inactives: top-dose activity change, negative = decrease. tau K18 P301L (four-repeat tau fragment) Alexa594 fluorescence, heparin fibrillization. AID 1463; further: on the % scale 0 is the no-effect control and ±100 the full control effect; nearly all actives have a fitted effect of over 55% in size
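Human K18 P301L tau (15 uM unlabeled plus 0.24 uM Alexa 594-labeled, final) in 100 mM sodium acetate pH 7 was mixed with compound and 20 uM heparin and incubated 6 hr at 37 C.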
ALDH1A1 inh: blocks purified human ALDH1A1 activity. P00352. Purified ALDH1A1, NADH fluorescence, propionaldehyde substrate. Potency, µM (highest dose often 75.3 µM), inactives show at the top dose activity, negative = inhibition, usual class: inhibitors. 220,000 compounds, 7.3% hits; active means well fitted inhibition curve with a large enough effect, not every such curve was filed as active; inconclusive means small, poorly fitted or top-dose-only effect, or another doubt; inactive means no such curve, though single readings can be large or run the other way;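 further: plate controls were no enzyme wells and a reference inhibitor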
Target sequence (P00352 whole entry, looked up): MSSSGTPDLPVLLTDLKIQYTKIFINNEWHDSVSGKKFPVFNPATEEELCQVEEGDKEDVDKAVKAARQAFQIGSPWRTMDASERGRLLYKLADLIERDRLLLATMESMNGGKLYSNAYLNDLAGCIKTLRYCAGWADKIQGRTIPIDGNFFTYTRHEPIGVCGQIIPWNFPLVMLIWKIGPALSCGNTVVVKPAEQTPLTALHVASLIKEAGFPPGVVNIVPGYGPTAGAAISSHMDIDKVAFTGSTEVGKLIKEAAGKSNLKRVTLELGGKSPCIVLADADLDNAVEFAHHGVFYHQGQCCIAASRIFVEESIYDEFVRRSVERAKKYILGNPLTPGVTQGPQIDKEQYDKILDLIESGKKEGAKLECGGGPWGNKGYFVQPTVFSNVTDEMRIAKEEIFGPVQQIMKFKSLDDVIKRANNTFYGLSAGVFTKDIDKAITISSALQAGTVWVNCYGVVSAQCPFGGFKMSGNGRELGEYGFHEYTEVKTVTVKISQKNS
GAA glycogen: inhibitors or activators of human alpha-glucosidase glycogen cleavage; P10253; recombinant GAA, glycogen substrate, Amplex Red glucose oxidase fluorescence; Potency, µM (doses to about 76.4 µM), without a hit: at the top dose activity change, negative = inhibition, most hits filed as inhibitors; 300,000 compounds, 0.38% hits; AID 2100;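 further: 0% = full enzyme reaction and -100% = no-enzyme basal signal; the screen sought inhibitors and activators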
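Natural-substrate format: glycogen cleavage by 4 nM human enzyme, glucose read by Amplex Red coupling (Ex 573, Em 610 nm). Normalized to enzyme and no-enzyme controls.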
aGal spleen mod: alpha-galactosidase A (human) modulation. human spleen homogenate, 4MU-alpha-Gal fluorescence, 40 min. P06280. 240,000 compounds, 0.008% hits. AID 2107. Potency, µM (top dose mostly 80 µM), for the others: top-dose activity change, negative = inhibition, hits mostly inhibitors;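 further: 0% = enzyme with vehicle and -100% = no enzyme basal signal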
Target sequence (P06280 32-429 limits assumed): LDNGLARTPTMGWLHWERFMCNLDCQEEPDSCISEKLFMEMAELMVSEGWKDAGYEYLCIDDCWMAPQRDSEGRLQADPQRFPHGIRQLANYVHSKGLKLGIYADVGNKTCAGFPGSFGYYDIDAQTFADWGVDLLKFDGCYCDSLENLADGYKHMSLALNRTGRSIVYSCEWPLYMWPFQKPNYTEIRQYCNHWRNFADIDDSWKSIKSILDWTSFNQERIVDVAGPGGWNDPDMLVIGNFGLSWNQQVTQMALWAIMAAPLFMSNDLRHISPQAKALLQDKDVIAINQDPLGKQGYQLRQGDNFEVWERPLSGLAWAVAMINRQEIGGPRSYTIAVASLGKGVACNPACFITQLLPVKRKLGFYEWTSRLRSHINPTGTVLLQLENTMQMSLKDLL
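Human spleen homogenate (1 ug) as enzyme source, 4-methylumbelliferyl-alpha-D-galactopyranoside 1 mM final, citrate/phosphate pH 5.0 with 0.01% Tween-20. Compounds 40 min at 37C, NaOH/glycine stop; fluorescence Ex 365/Em 440, Hill-fit AC50.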
NPSR antagonist: blocks cAMP signaling of the human neuropeptide S receptor. Q6W5P4. CHO-NPSR cells, cAMP TR-FRET, antagonist mode. AID 1461. Potency, µM (series often up to 38.3 µM), inactives show top-dose activity change, negative = inhibition, usual class: inhibitors. 220,000 compounds, 1% hits; further: on the % scale 0 is the no-effect control and ±100 the full control effect; nearly all actives have a fitted effect of over 50% in size; many of its hits are not listed in these tables
GAA inh: blocks human lysosomal alpha-glucosidase; AID 1466; purified human GAA, 4-MU-alpha-glucoside fluorescence; Potency, µM (titrated, usually from 76.9 µM), for the others: at the highest dose activity change, negative = inhibition, usual class: inhibitors; P10253; 200,000 compounds, 0.005% hits;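 further: plate controls were uninhibited enzyme wells for no effect and no-enzyme background for full effect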
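Endpoint fluorogenic read: 20 min room-temperature reaction of 4 nM human alpha-glucosidase with 400 uM 4-methylumbelliferyl-alpha-D-pyranoside, pH 5.0, quenched with 1M NaOH/1M glycine pH 10. AC50 from Hill modeling.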
aGlu spleen mod: inhibitors or activators of human alpha-glucosidase in spleen homogenate; 240,000 compounds, 0.006% hits; AID 2112; human spleen homogenate, 4-MU-alpha-glucoside fluorescence; Potency, µM (top dose mostly 79.9 µM), for inactives: at the highest dose activity change, negative = inhibition, most hits filed as inhibitors;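 further: 0% = enzyme with vehicle and -100% = no enzyme basal signal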
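Compounds were titrated against alpha-glucosidase in spleen homogenate at pH 5.0, with 1 mM 4-methylumbelliferyl substrate for 40 min at 37 C. Reactions were quenched with pH 10 NaOH/glycine and fluorescence measured.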
Epigenetic derep: regulators of epigenetic silencing causing reporter derepression in mouse cells; AID 1865; murine LDR cells, GFP reporter derepression, 30 h; 280,000 compounds, 0.2% hits; Potency, µM (doses to about 53.9 µM), for inactives: at the highest dose GFP activation, usual class: activators; further: % of control where 0% means no effect; nearly all actives have a fitted effect of over 60% in size
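Murine LDR cells bearing a silenced CMV-driven GFP reporter were exposed to compound for 30 h at 37 C. After PBS washes, GFP-positive cells (20-120 um objects) counted by laser-scanning microplate cytometry.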
* hit, by the source's call; ? = inconclusive; . = not tested or not shown; & = joins results of further samples; [ ] = another dose, or the depositor's remark. Unless noted, the call rests on the fitted dose curve; in most records, active means well fitted curve in the direction sought with a large enough effect; inconclusive means small, poorly fitted or top-dose-only effect, or another doubt; inactive means no such curve, though single readings can be large; an effect the other way counts as inactive or inconclusive. Potency means the concentration at half of the fitted maximal effect. This is a subset, so the mix of outcomes need not match the whole.

Sequence of screens: Tau fluor counter	ALDH1A1 inh	GAA glycogen	aGal spleen mod	NPSR antagonist	GAA inh	aGlu spleen mod	Epigenetic derep
CCCOc1ccc(-c2nnc(-c3ccco3)o2)cc1
 : -23%	?	-8%	-7%	-20%[46.1 µM]	-12%	-2%	-2.1%
Cn1c(=O)c2c(ncn2CC(=O)N/N=C/c2ccco2)n(C)c1=O
 : 0%	0%	-4%	-1%	25%	2%	-3%	-1.0%
O=C(COC(=O)c1ccco1)Nc1cccc(Br)c1
 : -5%	12%	-8%	4%	2%[46.1 µM]	1%	-12%	0.0%
CO/N=C1\CCCc2c(C(=O)NN)sc(SC)c21
 : 0%	.	?	-10%	17%	.	-5%	4.5%
Cc1ccc(Nc2nc(N3CCN(C)CC3)nc(N)c2[N+](=O)[O-])cc1C
 : 2%	-6%	16%	-16%	26%	3%	1%	2.1%
CCN(CC)CCCN(Cc1cc2ccc(C)c(C)c2[nH]c1=O)C(=O)NC1CCCCC1
 : 0%	-14%	2%	-3%	?	-4%	-6%	-0.4%
CCCC1=C(C(=O)OCC)C(c2cccnc2)n2nc(C)nc2N1 (stereo unspecified)
 : -9%	.	-6%	1%	-3%	.	2%	0.0%
Cc1ccc(-c2nn3c(C)nnc3c3ccccc23)cc1S(=O)(=O)N1CCN(CCO)CC1
 : -9%	6%	7%	2%	-10%[46.1 µM]	-19%	-5%	-1.0%
Cc1ccc(-n2c(-c3ccco3)n[nH]c2=S)cc1
 : -9%	-16%	-21%	8%	30%	-10%	-1%	7.1%
CS(=O)(=O)c1ccc(C(=O)NCc2ccccc2F)cc1
 : -8%	3%	4%	1%	15%	6%	-14%	2.2%
CNc1ccccc1C(C)(C)c1cc(-c2cccc(OC)c2)no1
 : 8%	-13%	-6%	1%	-35%	-10%	1%	6.4%
Cc1cccn2c(=O)c(/C=C(\C#N)S(=O)(=O)c3ccccc3)c(N3CCC(C(N)=O)CC3)nc12
 : -14%	?	-6%	-2%	-18%[46.1 µM]	-1%	-21%	0.0%
O=S(=O)(Nc1ccc(C(F)(F)F)cc1)c1cnc[nH]1
 : 2%	-2%	4%	14%	0%[46.1 µM]	1%	4%	0.0%
CCC/C=C(\CCC)C(NP(=O)(c1ccccc1)c1ccccc1)c1ccc(C(F)(F)F)cc1 (stereo unspecified)
 : -4%	-9%	.	4%	.	.	5%	4.0%
COc1ccc(S(=O)(=O)N2CCOCC2)cc1NC(=O)Cc1ccccc1Cl
 : 2%	-9%	-4%	8%	0%	-10%	6%	0.0%
CCS(=O)(=O)c1ccc2oc(Nc3ccc(OC)cc3)nc2c1
 : -17%	-5%	-4%	-2%	-3%	-4%	-3%	5.5%
C(#Cc1ccccc1)Cn1nnc2ccccc21
 : -5%	-3%	-4%	3%	1%[46.1 µM]	?	2%	-7.9%
COc1cc(C(CCN2CCN(c3ccccc3)CC2)c2c(OC)cc(OC)c3ccc(=O)oc23)cc(OC)c1OC (stereo unspecified)
 : -7%	.	-2%	-1%&12%	10µM*	.	-1%&9%	0.0%
Cc1ccccc1Nc1cc2ccccc2c(=O)[nH]1
 : -23%	?	-2%	3%	-14%[46.1 µM]	?	-11%	-0.8%
Cc1cc(NC(=O)Nc2ccccc2F)ccc1Br
 : ?	-4%	-6%	6%	42%	.	-1%	0.0%
COc1cc(/C=N/NC(=O)CCOc2ccccc2C)cc(Br)c1O
 : ?	-8%	-3%	5%	-9%	2%	-16%	0.9%
Oc1ccc(NC(=S)N=Nc2c(O)[nH]c3ccccc23)cc1
 : ?	-10%	40µM*	-2%	-48%	-2%	-3%	-4.8%
O=C(Nc1ccc(Cl)cc1)c1csc(-c2ccccc2)n1
 : ?	2%	-1%	-4%	?	-4%	-2%	-1.9%
CCOC(=O)c1cc2c(=O)n3ccccc3nc2n(CC2CCCO2)c1=NC(C)=O (stereo unspecified)
 : -5%	?	0%	?	1%[46.1 µM]	?	?	0.0%
CCOc1ccc(N2C(=O)C3Sc4[nH]c(=O)sc4C(c4ccc(OC)c(OC)c4)C3C2=O)cc1 (stereo unspecified)
 : -21%	.	?	2%	-7%	.	4%	0.1%
O=C(CSc1nc(Nc2ccccc2)nc(N2CCOCC2)n1)N1CCCC1
 : -1%	-6%	3%	28%	-16%[46.1 µM]	3%	5%	0.0%
CO/N=C/C1C(=O)NN=C1c1ccccc1 (stereo unspecified)
 : 2%	2%	-1%	2%	7%	1%	-5%	-1.6%
CC(=O)N1c2ccccc2N2C(c3c(C)c(C)cc(C)c3C)=NON12
 : -7%	-3%	-9%	7%	-60%	-2%	1%	5.1%
Cc1ccc(N2CCN(CCCCN3C(=O)C4CCCN4C3=O)CC2)cc1 (stereo unspecified)
 : 3%	?	6%	-3%	11%	5%	-4%	-2.0%
Cc1onc(-c2c(F)cccc2Cl)c1C(=O)Nc1nc2c(s1)CCCC2
 : -20%	-14%	-3%	-2%	-19%[46.1 µM]	-1%	-2%	0.0%
CCCCNC(=O)c1c(N)n(/N=C/c2ccccn2)c2nc3ccccc3nc12
 : -16%	7%	6%	2%	-12%[46.1 µM]	-2%	-3%	-1.1%
O=C(CC1Nc2c3ccccc3nc(=S)n2C1=O)NC1CCCCC1 (stereo unspecified)
 : -1%	-3%	?	5%	-26%	-3%	4%	-1.5%
CCNC(=O)NC(=O)C(C)OC(=O)C1CCN(S(=O)(=O)c2ccccc2C(=O)OC)CC1 (stereo unspecified)
 : 0%	1%	3%	0%	7%	7%	6%	0.0%
CC1CCN(c2c(NCC3CCC(C(=O)Nc4ccccn4)CC3)c(=O)c2=O)CC1 (stereo unspecified)
 : -10%	7%	2%	4%	-4%	2%	2%	0.8%
Cc1c(CCOC(=O)c2ccc(N3CCOCC3)c([N+](=O)[O-])c2)sc[n+]1CC#N
 : -21%	.	-13%	-1%	-18%	.	0%	-0.5%
Cc1cc(=O)n(C)c(=O)n1CCCCOc1cccc([N+](=O)[O-])c1
 : -5%	-5%	0%	-9%	-8%	1%	-2%	0.0%
Cc1ccc(CCNC(=O)C2CCC(=O)N2C(C)C)cc1 (stereo unspecified)
 : 2%	7%	1%	-16%	?	?	-25%	-1.0%
C=CCn1c(SC2CCOC2=O)nc2sc(C)c(C)c2c1=O (stereo unspecified)
 : -10%	2%	-4%	-1%	-8%[46.1 µM]	3%	0%	3.5%
CCCCC(=O)Nc1ccccc1Oc1ccccc1
 : -11%	7%	-7%	1%	-30%	-1%	-10%	-0.2%
CCOC(=O)C1=C(N)n2c(s/c(=C\c3cccs3)c2=O)=C(C(=O)OCC)C1c1cccs1 (stereo unspecified)
 : -8%	-3%	-3%	-4%	?	-1%	-1%	-2.1%
CC(C)(C)S(=O)(=O)c1cnc(N2CCOCC2)nc1N
 : 8%	.	-4%	-1%	6%[7.67 µM]	.	-11%	2.4%
CCc1ccccc1NC(=S)NCC1CCN(c2ccc(OC)cc2)C1 (stereo unspecified)
 : ?	.	?	9%	-53%	.	2%	4.7%
COc1ccccc1CCNC(=O)c1ccoc1C
 : 4%	-8%	7%	-2%	3%[46.1 µM]	-2%	-5%	0.0%
Cc1ncc(C[n+]2csc(CCO)c2C)c(N)n1
 : .	0%[20.9 µM]	16%[76.3 µM]	3%[29.1 µM]	.	.	-12%[29.1 µM]	1.1%[16.9 µM]
Cc1ccsc1/C=C(\C#N)C(=O)NC1CCS(=O)(=O)C1 (stereo unspecified)
 : 0%	-10%	-5%	1%	-16%	-2%	5%	-3.8%
O=C(NCc1ccncc1)Nc1ccccc1
 : -7%	8%	8%	4%	10%[46.1 µM]	0%	1%	3.8%
Cc1nc(CC(=O)c2ccc(O)cc2O)cs1
 : -9%	-2%	4%	3%	-9%[46.1 µM]	-6%	4%	-0.7%
CCC(=O)CC(NC(=O)OC)c1ccc(F)cc1 (stereo unspecified)
 : 2%[11.6 µM]	13%[13.5 µM]	.	1%[17.5 µM]	.	.	1%[17.4 µM]	0.0%[10.1 µM]
O=C(Nc1ccc(Cl)cc1)NC1CCCc2ccccc21 (stereo unspecified)
 : -15%	2%	4%	4%	-9%[46.1 µM]	5%	0%	2.1%
Cc1cccc(Nc2nc(N3CCCC3)nc(N3CCCC3)n2)c1
 : -21%	-3%	-4%	-2%	-20%[46.1 µM]	-6%	-4%	0.8%
CS(=O)(=O)N1CCN(C(=O)NC2CCCCC2)CC1
 : -8%	6%	17%	-9%	-17%	15%	-4%	-4.9%
Cc1cccc2sc(NC(=O)CCNS(=O)(=O)c3cccc4nonc34)nc12
 : ?	?	-3%	3%	-15%[46.1 µM]	-6%	-10%	0.1%
Cc1nc2oc(C(=O)c3ccc(Br)cc3)c(N)c2c2c1COC(C)(C)C2
 : -5%	?	7%	0%	-22%[46.1 µM]	8%	-2%	1.5%
CCOC(=O)c1ccccc1NC(=S)N1CCC(C(N)=O)CC1
 : 3%	-9%	-6%	2%	-1%	0%	-1%	-0.3%
O=C(CSc1ccc(-c2ccncc2)nn1)c1ccccc1
 : -9%	-11%	3%	-3%	9%	7%	0%	0.9%
CCn1nc2cc(C(=O)NCC34CC5CC(CC(C5)C3)C4)ccc2c1OC
 : 3%	18%	-10%	1%	-11%[46.1 µM]	4%	-5%	-3.2%

Ordered by value in NPSR antagonist (descending): some entries from above
Molecule	ALDH1A1 inh	aGal spleen mod	NPSR antagonist	GAA inh	aGlu spleen mod	Epigenetic derep
CCOC(=O)c1ccccc1NC(=S)N1CCC(C(N)=O)CC1	-9%	2%	-1%	0%	-1%	-0.3%
Cc1ccsc1/C=C(\C#N)C(=O)NC1CCS(=O)(=O)C1 (stereo unspecified)	-10%	1%	-16%	-2%	5%	-3.8%
CCc1ccccc1NC(=S)NCC1CCN(c2ccc(OC)cc2)C1 (stereo unspecified)	.	9%	-53%	.	2%	4.7%
